KCNK9 inh – human KCNK9 channel inhibition. Q9NPC2. HEK293 KCNK9, FluxOR thallium flux fluorescence; stronger effect = lower value. B-score at 10 µM. 310,000 tested, 1.2% active;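 active means ratio B-score over 3 SD below the library mean, with starting fluorescence within 5 SD of its mean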;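 further: negative B-score means less thallium flux so channel inhibition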
hERG protect – shields human hERG channel from block by proarrhythmic agents. Q12809. CHO-hERG, FluxOR thallium flux, dofetilide IC70 present. activation (rescue from dofetilide block), less the hit threshold, % at 10 µM. 310,000 tested, 0.51% active. AID 1511;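 active means activation above the mean of controls blocked by dofetilide plus 5 SD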;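 further: thallium influx through hERG after potassium depolarization seen as dye fluorescence rise; in these data hits start at about 4.7%; inactives centre near -7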
Target sequence (Q12809 whole entry, looked up): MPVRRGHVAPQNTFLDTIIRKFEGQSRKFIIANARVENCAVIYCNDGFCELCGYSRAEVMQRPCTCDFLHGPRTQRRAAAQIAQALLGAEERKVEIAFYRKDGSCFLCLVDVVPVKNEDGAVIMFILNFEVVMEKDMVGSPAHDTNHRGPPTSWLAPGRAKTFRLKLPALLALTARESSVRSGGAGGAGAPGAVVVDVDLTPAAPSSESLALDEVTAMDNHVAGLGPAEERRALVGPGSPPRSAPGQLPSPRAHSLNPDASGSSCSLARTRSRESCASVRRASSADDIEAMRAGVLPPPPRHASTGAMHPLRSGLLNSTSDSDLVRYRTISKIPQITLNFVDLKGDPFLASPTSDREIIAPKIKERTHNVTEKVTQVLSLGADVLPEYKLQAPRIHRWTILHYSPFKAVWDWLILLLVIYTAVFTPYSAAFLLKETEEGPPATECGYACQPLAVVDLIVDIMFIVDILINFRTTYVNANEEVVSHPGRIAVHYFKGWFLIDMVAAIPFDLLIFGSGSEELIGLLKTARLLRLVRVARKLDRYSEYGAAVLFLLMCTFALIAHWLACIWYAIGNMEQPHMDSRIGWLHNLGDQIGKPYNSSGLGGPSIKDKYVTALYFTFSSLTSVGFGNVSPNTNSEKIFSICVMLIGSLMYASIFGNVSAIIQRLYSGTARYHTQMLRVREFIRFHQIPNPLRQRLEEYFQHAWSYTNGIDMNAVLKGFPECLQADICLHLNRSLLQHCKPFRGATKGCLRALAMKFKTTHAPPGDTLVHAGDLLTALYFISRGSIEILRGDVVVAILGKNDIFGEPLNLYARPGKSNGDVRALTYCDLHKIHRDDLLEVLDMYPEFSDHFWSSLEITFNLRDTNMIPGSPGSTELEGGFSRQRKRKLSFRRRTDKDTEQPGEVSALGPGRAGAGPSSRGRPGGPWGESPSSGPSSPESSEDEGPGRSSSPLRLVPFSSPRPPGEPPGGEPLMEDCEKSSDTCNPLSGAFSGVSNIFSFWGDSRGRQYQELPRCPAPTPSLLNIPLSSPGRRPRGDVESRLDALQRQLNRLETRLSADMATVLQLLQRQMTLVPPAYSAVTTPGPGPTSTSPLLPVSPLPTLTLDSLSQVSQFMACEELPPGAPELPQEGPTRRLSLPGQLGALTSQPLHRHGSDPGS
KCNQ1 act – potentiates or activates the human KCNQ1 potassium channel. P51787. CHO-K1 KCNQ1, thallium flux FluxOR fluorescence; stronger effect = higher value. B-score at 10 µM. 310,000 tested, 0.35% active;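 active means fluorescence ratio B-score, a plate-corrected score, at least three library SD, with initial intensity B-score within 5 SD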
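Assay system: CHO-K1 cells stably expressing KCNQ1. Medium: assay buffer for compound exposure, DMSO matched across wells. Timing: 37 °C overnight plating, 90-min dark dye load, 20-min compound pretreatment. Signal: kinetic FluxOR fluorescence, 10 s baseline plus 110 s post-stimulus.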
ANO1 activ – activates or potentiates the mouse TMEM16A chloride channel; AID 623877; B-score at 10 µM; HEK293 TMEM16A/YFP-H148Q/I152L, iodide quench fluorescence; stronger effect = lower value; 340,000 tested, 0.3% active;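 active means fluorescence-ratio B-score plate-corrected deviation score at least 3 library SD below zero, with starting fluorescence score within 5 deviations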;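 further: channel opened by trigger with iodide after compound preincubation; score built on the fluorescence ratio of max minus min over baseline; more negative score means more quench and so TMEM16A activation or potentiation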
RGS4 inh – human RGS4 inhibition. P49798. HEK293 M3R/RGS4 inducible, Fluo-4 calcium flux; stronger effect = higher value; triggered by carbachol at its EC20. B-score at 10 µM. 310,000 tested, 0.45% active. AID 463165;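 active means B-score, a plate-corrected calcium signal, over three deviations above library mean, with baseline fluorescence within five deviations of library mean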;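 further: RGS4 expression induced by doxycycline in cells with stable M3 receptor; B-score is computed from the integrated fluorescence ratio over baseline after carbachol; higher B-score means a larger calcium signal and so more RGS4 inhibition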
MrgX1 allo act – human MrgX1 positive allosteric modulation, primary screen | MrgX1-HEK293, Fluo-4 calcium flux, FDSS; stronger effect = higher value | B-score at 10 µM | 310,000 tested, 0.63% active | Q96LB2;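 active means plate-corrected calcium response at least 3 library SD above typical, normal starting fluorescence, not activating the receptor alone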;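 further: compound read alongside a low EC10 to EC30 dose of BAM8-22 agonist; peak minus trough fluorescence over baseline measured at the second addition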
MrgX1 ag – agonists of human MrgX1 receptor. MrgX1-HEK293 cells, Fluo-4 calcium fluorescence, agonist mode; stronger effect = higher value. B-score at 10 µM. 310,000 tested, 0.44% active;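 active means calcium response B-score plate-corrected fluorescence ratio at least 3 library SD, with starting fluorescence B-score inside 5 SD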
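Material: HEK293 cells stably expressing human MrgX1 receptor | Quantity: 15,000 cells per well | Times: Cells plated overnight, dye loaded 0.5 h 37 °C, 0.5 h room temperature | Measured by: Kinetic Fluo-4 NW fluorescence of intracellular calcium | Control set: Positive and negative controls per plate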
KCNK3 block – human KCNK3 channel inhibition, primary screen; B-score at 10 µM; 340,000 tested, 0.84% active; O14649; CHO-KCNK3 thallium flux, FluxOR fluorescence; stronger effect = lower value;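 active means B-score under library mean minus 4 SD, starting fluorescence ratio at most library mean plus 5 SD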;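 further: more negative B-score means stronger inhibition of thallium flux through KCNK3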
KCNQ1 inh – human KCNQ1 channel inhibition. P51787. CHO-K1 KCNQ1, FluxOR thallium flux fluorescence; stronger effect = higher value. B-score at 10 µM. 310,000 tested, 1.3% active. AID 2642;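 active means compounds whose thallium flux B-score, printed positive for inhibition, exceeds three library SD while starting fluorescence stays within three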;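 further: channel opened by potassium depolarization with thallium stimulus after 20 min compound exposure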
RGS4 pot – potentiators or activators of RGS4; AID 463111; B-score at 10 µM; HEK293 M3R/inducible RGS4, carbachol calcium flux Fluo4; stronger effect = lower value; 310,000 tested, 0.92% active;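 active means B-score of the integrated calcium signal more than 4 SD below the library mean, with starting fluorescence not abnormally high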;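 further: negative B-score means reduced calcium response which marks RGS4 activation or potentiation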
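Reagent: ECmax carbachol challenge; Test system: M3R-expressing HEK293 line, RGS4 induced by doxycycline; Schedule: overnight RGS4 induction, 30 min dye load 37 °C, 20 min compound RT; Detection: calcium dye Fluo4 fluorescence; Read-out: Agonist-evoked peak-minus-minimum fluorescence over baseline, integrated ratio, B score.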
ANO1 block – inhibitors of mouse TMEM16A calcium-activated chloride channel. normalized B-score (activity score, 25-100; higher = stronger inhibition) at 10 µM. AID 588511. HEK293 TMEM16A/YFP iodide influx fluorescence, ionomycin. Q8BHY3. 310,000 tested, 1.2% active;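 active means ratio plate-corrected score three or more library SD toward inhibition, starting fluorescence score within five deviations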;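 further: score derived from kinetic fluorescence span divided by baseline fluorescence per well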
* marks the source's active call; other numbers are inactive results; i = inactive; / = no result given.

Structure	RGS4 pot	RGS4 inh	MrgX1 allo act	KCNK3 block	ANO1 block	KCNK9 inh	KCNQ1 act	MrgX1 ag	hERG protect	KCNQ1 inh	ANO1 activ
COc1ccc(NC(=O)CN2CCN(C3c4ccccc4-c4ccccc43)CC2)cc1	i	i	i	i	i	i	8*	i	-15	i	i
O=C(CNC(=O)c1ccco1)Nc1cc(Cl)ccc1N1CCOCC1	i	i	i	i	i	i	i	i	-11	i	i
O=C(c1ccccc1SCc1ccccc1)N1CCCCCC1	i	i	i	i	i	i	i	i	-14	i	i
O=C(CSc1ncnc2sc3c(c12)CCCCC3)NCc1ccco1	i	i	i	i	i	i	i	i	-4	i	i
CC(C)NC(=O)C(=O)NNC(=O)C12CC3CC(CC(C3)C1)C2	i	i	i	i	i	i	i	i	-4	i	i
CCOC(=O)C1(CC2CC2)CCN(Cc2ccc(C(=O)OC)cc2)CC1	-8.7*	i	i	i	i	i	i	i	-10	i	i
Cc1ccc2cc(/C=N/NC(=O)c3ccccc3[N+](=O)[O-])c(Cl)nc2c1	i	i	i	i	i	i	i	i	-5	i	i
O=C(CSc1ncnc2c1cnn2-c1ccccc1)Nc1ccccc1	i	i	i	i	i	i	i	i	-7	i	i
COc1ccc(CC(=O)N2CCN(c3ccccc3)CC2)cc1OC	i	i	i	i	i	i	i	i	-1	i	i
CC1(C)Cc2c(cnn2-c2ccccc2)C(NC(=O)c2ccoc2)C1 (centres undefined)	i	i	i	i	i	i	i	i	-11	i	i
COc1cccc(OCCOCC(O)CN2CCN(Cc3ccc(Cl)cc3)CC2)c1 (centres undefined)	i	i	i	i	i	i	i	i	-10	i	i
CCn1c(Cc2ccccc2)nnc1SCC(=O)NC1CC1	i	i	i	i	i	i	i	i	-12	i	i
COC(=O)c1ccc(NC(=O)CN2CCCC2)cc1	i	i	i	i	i	i	i	i	-16	i	i
O=C(c1cnc2n(c1=O)CCS2)N1CCN(C(c2ccccc2)c2ccc(Cl)cc2)CC1 (centres undefined)	i	i	i	i	i	i	i	i	-14	i	i
COC(=O)CCC(=O)NC(=S)Nc1ccccc1F	i	i	i	i	i	i	i	i	-5	i	i
CSCCC(NC(=O)c1ccco1)C(=O)NCc1ccc(F)cc1 (centres undefined)	i	i	i	i	i	i	i	i	-5	i	i
COc1cc(OC)c(OC)cc1CN1CCN(c2ccc(F)cc2)CC1	i	i	i	i	i	i	i	i	-9	i	i
Cc1cc(C)c2nc(-c3ccccn3)cc(C(=O)NCc3cc(C)n(C)n3)c2c1	i	i	i	i	i	i	i	i	0	i	i
O=S(=O)([N-]c1nc2ccccc2nc1-n1cc[n+](Cc2ccccc2)c1)c1ccc(Br)cc1	i	i	i	i	i	i	i	i	-9	i	i
Clc1ccc(Cn2nnc(-c3ccc(CN4CCOCC4)cc3)n2)cc1	i	i	i	i	i	i	i	i	-7	i	i
Cc1ccc(C2NC(=O)c3c(sc4c3CCN(C)C4)N2)o1 (centres undefined)	i	i	i	i	i	i	i	i	-3	i	i
CCOC(=O)c1sc2nc(CSc3ccccc3)nc(N3CCC(C(N)=O)CC3)c2c1C	i	i	i	i	i	i	i	i	10*	i	-5.8*
COc1ccc(/C=C/C(=O)O)cc1S(=O)(=O)NCc1ccccc1	i	i	i	i	i	i	i	i	-11	i	i
COc1ccc(N/C(N)=N/c2nc(CSc3ccc(C)cc3)cc(=O)[nH]2)cc1	i	i	i	i	i	i	i	i	-3	i	i
CCOC(=O)c1c(C)oc2c1C(=O)c1ccccc1C2=O	i	i	i	i	i	i	i	i	-11	i	i
CCOc1ccc(C(=O)COC(=O)c2cccc(-n3cnnn3)c2)cc1	i	i	i	i	i	i	i	i	-10	i	i
CCCN(CC(=O)Nc1ccccc1C)C(=O)c1ccc(S(=O)(=O)N2CCCCCC2)cc1	i	i	i	i	i	i	i	i	-11	i	i
Cc1ccccc1Cn1ccc(-c2ccc3c(c2)OCO3)n1	i	i	i	i	i	i	i	i	-8	i	i
COc1ccc(CN2CC(=O)N(c3cc(Cl)ccc3C)C2=S)cc1OC	i	i	i	i	i	i	i	i	-5	i	i
Cc1ccccc1N(CC(=O)N/N=C/c1cc(Br)c(C)o1)S(C)(=O)=O	i	i	i	i	i	i	i	i	-1	i	i
O=C(Nc1ccc2c(c1)OCO2)c1n[nH]c(=O)c2ccccc12	i	i	i	i	i	i	i	i	-12	i	i
Cc1ccc(Nc2ccncc2S(N)(=O)=O)cc1	i	i	i	i	i	i	i	i	-12	i	i
O=C(c1ccco1)N1CCN(S(=O)(=O)c2c(Cl)cccc2Cl)CC1	i	i	i	i	i	i	i	i	-9	i	i
CC(C)c1ccc(Nc2nnns2)cc1	i	i	i	i	i	i	i	i	-9	i	i
Cc1ccsc1S(=O)(=O)N1CCCC(CCC(=O)NCc2ccccc2F)C1 (centres undefined)	i	i	i	i	i	i	i	i	-1	i	i
O=C1CCc2cc(NS(=O)(=O)c3ccc(Cl)cc3)cc3c2N1CC3	i	i	i	i	i	i	i	i	-15	i	i
COCCNC(=O)c1cccc(OC2CCN(Cc3ccc(F)c(OC)c3)CC2)c1	i	i	i	i	i	i	i	i	-2	i	i
CCC(C)(C)NC(=O)Cc1ccc(OC)c(OC)c1	i	i	i	i	i	i	i	i	-2	i	i
O=C(Nc1nccs1)c1ccc(COc2ccc(Cl)cc2)o1	i	i	i	i	i	i	i	i	2	i	i
NC(=O)C1CCN(C(=O)CSc2ncccn2)CC1	i	i	i	i	i	i	i	i	-7	i	i
C#CCOCCOCCOCCNc1nc(N2CCN(C(=O)[C@H]([C@@H](C)CC)n3cc([C@@H](N)CO)nn3)CC2)nc(N2CCN(C(=O)[C@H]([C@@H](C)CC)n3cc([C@@H](N)CC(C)C)nn3)CC2)n1	i	i	i	i	i	i	i	i	-2	i	i
NNc1nnc2c3cc(F)ccc3n(CCc3ccccc3)c2n1	i	i	i	i	i	i	i	i	-6	i	i
COc1cc(/C=C/C(=O)OCC(=O)Nc2ccccc2Sc2ccc(Cl)cc2)ccc1O	i	i	i	i	i	i	i	i	-1	i	i
Cc1ccc(C2CCN(C(=O)Nc3ccccc3)C2)cc1 (centres undefined)	i	i	i	i	i	i	i	i	0	i	i
NC(=O)CC(NC(=O)c1ccccc1)c1ccc(NC2CCCC2)c([N+](=O)[O-])c1 (centres undefined)	i	i	i	i	i	i	i	i	-9	i	i
COc1ccc(C)cc1NC(=O)C(NCC(O)c1ccccc1)c1ccccc1 (centres undefined)	i	i	i	i	i	i	i	i	-5	i	i
Cc1ccc2[nH]c(=O)c(CC=C(Cl)Cl)c(C)c2c1	i	i	i	i	i	i	i	i	-1	i	i
Cc1cc(NC(=O)c2ccccc2)cc(NC(=O)c2ccccc2)c1C	i	i	i	i	i	i	i	i	-3	i	i
CCOc1ccc(NC(=O)CCc2nnc3ccc(N4CCN(C)CC4)nn23)cc1	i	i	i	i	i	i	i	i	-5	i	i
CCOC(=O)N/N=C\c1cccc(OC)c1	i	i	i	i	i	i	i	i	-2	i	i

Next part:
Structure	RGS4 pot	RGS4 inh	MrgX1 allo act	KCNK3 block	ANO1 block	KCNK9 inh	KCNQ1 act	MrgX1 ag	hERG protect	KCNQ1 inh	ANO1 activ
COc1ccc(NC(=O)COC(=O)[C@@H]2CCCN2C(=O)c2cccs2)cc1	i	i	i	i	i	i	i	i	-7	i	i
Cc1nn(-c2ccccc2)c(Cl)c1/C=N/NC(=O)CCNc1n[nH]c(=O)[nH]c1=O	i	i	i	/	i	i	i	i	-6	i	/
O=C(NCCO)c1cccc(Cl)c1	i	i	i	i	i	i	i	i	-19	i	i
COC(=O)CCc1c(C)c(C(=O)c2cc(OC)c(OC)c(OC)c2)c2ccccn12	i	i	i	i	i	i	i	i	-11	i	i
CCS(=O)(=O)C1=NSC2=NC(=O)/C(=C\c3ccc(OS(=O)(=O)c4ccccc4)cc3)C(=N)N21	i	i	24*	i	i	i	i	i	-9	i	i
COc1ccc(C2SC[C@@H](C(=O)O)N2C(C)=O)cc1 (some centres undefined)	i	i	i	i	i	i	i	i	-6	i	i
COC(=O)c1ccc(OC(=O)CCN2C(=O)C3C4c5ccccc5C(c5ccccc54)C3C2=O)cc1 (centres undefined)	i	i	i	i	i	i	i	i	-6	i	i
COCCCNc1nc2ccccc2nc1NS(=O)(=O)c1ccccc1	i	i	i	i	i	i	i	i	-8	i	i
O=C1c2cccnc2C(=O)N1Cc1ccc(S(=O)(=O)NCc2ccco2)s1	i	i	i	i	i	i	i	i	-6	i	i
CCc1nnc(NC(=O)CC(CN(C)S(=O)(=O)c2ccccc2)c2ccccc2)s1 (centres undefined)	i	i	i	i	i	i	i	i	-2	i	i
C=CCNC(=O)CC12CC3CC(C1)CC(CC(=O)NCC=C)(C3)C2	i	i	i	i	i	i	i	i	-18	i	i
COCCOc1cc(NC(=O)c2ccccc2)c(Cl)cc1Cl	i	i	i	i	i	i	i	i	-9	i	i
CCOC(=O)c1c(C2CC2)csc1NC(=O)COC(=O)c1cc(OC)c(OC)cc1[N+](=O)[O-]	i	i	i	i	i	i	i	i	-11	i	i
C#Cc1ccc([C@H]2C=C(C(=O)NC3CC3)O[C@@H](OCC)[C@@H]2CCCO)cc1	i	i	i	i	i	i	i	i	-7	i	i
O=S(=O)(N/N=C\c1ccc(-c2ccccc2Cl)o1)c1ccccc1	i	i	i	i	i	i	i	i	-13	i	i

High-throughput results (PubChem)
